Scp-1 inhibitor: Scp-1 (human) phosphatase inhibition. 340,000 compounds, 0.88% hits. inhibition, % at 20 µM. Recombinant Scp1, phosphopeptide, malachite green phosphate absorbance. Q9GZU7;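 active = inhibition above about 50% at 20 µM, limit read from the data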;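 note: plate controls were DMSO wells with enzyme for no effect and wells lacking enzyme for full effect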
Target sequence (Q9GZU7 76-261 limits assumed): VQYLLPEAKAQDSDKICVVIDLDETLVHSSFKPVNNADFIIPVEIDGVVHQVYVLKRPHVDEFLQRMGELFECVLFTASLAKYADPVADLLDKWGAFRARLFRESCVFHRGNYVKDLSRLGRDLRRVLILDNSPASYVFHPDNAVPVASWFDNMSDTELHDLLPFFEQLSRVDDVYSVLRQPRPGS
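Assay system: SCP-1 catalytic fragment, aa 76-261 | Buffer or medium: Tris acetate buffer pH 5.5 with MgCl2 and Tween-20 | Compound: One concentration, 20 µM, with 1.0% DMSO | Also added: Phospho 17-mer peptide substrate | Signal: Absorbance at 630 nm | Incubation: 45 min enzyme reaction at room temperature | Measure: % inhibition of SCP-1 phosphate liberation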
PABP1 MLLE inh: blocks PAM2 peptide binding to the PABP1 MLLE domain | GST-MLLE / FITC-PAM2 fluorescence polarization | inhibition, % at 20 µM | AID 588489 | 360,000 compounds, 0.36% hits | P11940; in the data active = inhibition above about 35%, passing the limit was not always enough;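 note: plate controls were DMSO wells with GST-MLLE for no effect and wells lacking GST-MLLE protein for full effect; some results filed as inactive read as strong as hits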
CSN deneddyl inh: CSN deneddylation inhibition | Q92905 | Purified CSN, SCF-Nedd8-OG deneddylation, fluorescence polarization | inhibition, % at 12.5 µM | 360,000 compounds, 0.38% hits | AID 651999;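 active = pattern-corrected inhibition above about 35%, with an unprinted fluorescence ratio check between 0.5 and 1.5, limit read from the data, passing the limit was not always enough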;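 note: 0% = enzyme with substrate and 100% = substrate without enzyme; some results filed as inactive read as strong as hits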
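test system = HEK293T-derived human Csn5 enzyme | amount = 0.24 nM Csn5 enzyme, final concentration | medium = Tris/NaCl/DTT buffer, pH 7.5 | schedule = 90 min reaction at room temperature | signal = FP | evaluation = inhibition of Csn5 cleavage, % | compound dosing = single dose of 12.5 µM compound with 0.25% DMSO | probe or stimulus = 10 nM SCFSkp2-Nedd8OG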
LMPTP inh: LMPTP (human) inhibition; recombinant LMPTP-A, OMFP fluorogenic substrate, fluorescence intensity; inhibition, % at 20 µM; P24666; AID 651560; 360,000 compounds, 0.22% hits;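 active = compounds that cut the enzyme signal by at least half of the control window in the single-dose screen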;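 note: plate controls were DMSO wells with enzyme plus substrate for no effect and substrate without enzyme for full effect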
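Material: LMPTP-A; amount: 0.625 nM enzyme; doses: single 20 µM dose; times: reaction 50 min, room temperature, dark; technique: fluorescence intensity of OMFP turnover product; benchmarks: no-enzyme and uninhibited controls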
SUMO1 PPI mod: alters human SUMO1 binding to SIM partners | P63165 | SUMO1 binding to a labelled peptide, TR-FRET, 1 h | inhibition, % at 20 µM | 360,000 compounds, 0.33% hits | AID 602429; in the data active = inhibition above about 37%
NadD inh: blocks S. aureus nicotinate mononucleotide adenylyltransferase. purified NadD enzyme, colorimetric absorbance read-out. inhibition, % at 20 µM. 360,000 compounds, 0.78% hits. AID 602399; in the data active = inhibition above about 26%; note: some compounds past the cut are filed as inactive
Tb MetRS inh: Trypanosoma brucei MetRS inhibition. purified T. brucei MetRS, ATP depletion, Kinase-Glo luminescence. inhibition, % at 11.9 µM. 360,000 compounds, 0.4% hits;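 active = inhibition above a per-plate cutoff of the control wells' mean inhibition plus 3 SD, cut at about 5.5% in these data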;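 note: 0% = DMSO wells median and 100% = median of wells with control inhibitor compound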
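Dosing: 11.9 µM compound single dose, 0.9% DMSO; Assay system: purified T. brucei MetRS enzyme; Measured by: Kinase-Glo luciferase luminescence reporting remaining unconsumed ATP; Schedule: 15 min plus 2 h at 25 °C.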
STEP inh: STEP (human) phosphatase inhibition; 360,000 compounds, 0.25% hits; P54829; AID 588621; inhibition, % at 20 µM; recombinant STEP, OMFP fluorogenic substrate, fluorescence;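 active = inhibition at 20 µM, scaled per plate between control wells, above about 37%, limit read from the data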;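 note: 0% = DMSO with enzyme and substrate and 100% = substrate only without enzyme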
Target sequence (P54829 whole entry, looked up): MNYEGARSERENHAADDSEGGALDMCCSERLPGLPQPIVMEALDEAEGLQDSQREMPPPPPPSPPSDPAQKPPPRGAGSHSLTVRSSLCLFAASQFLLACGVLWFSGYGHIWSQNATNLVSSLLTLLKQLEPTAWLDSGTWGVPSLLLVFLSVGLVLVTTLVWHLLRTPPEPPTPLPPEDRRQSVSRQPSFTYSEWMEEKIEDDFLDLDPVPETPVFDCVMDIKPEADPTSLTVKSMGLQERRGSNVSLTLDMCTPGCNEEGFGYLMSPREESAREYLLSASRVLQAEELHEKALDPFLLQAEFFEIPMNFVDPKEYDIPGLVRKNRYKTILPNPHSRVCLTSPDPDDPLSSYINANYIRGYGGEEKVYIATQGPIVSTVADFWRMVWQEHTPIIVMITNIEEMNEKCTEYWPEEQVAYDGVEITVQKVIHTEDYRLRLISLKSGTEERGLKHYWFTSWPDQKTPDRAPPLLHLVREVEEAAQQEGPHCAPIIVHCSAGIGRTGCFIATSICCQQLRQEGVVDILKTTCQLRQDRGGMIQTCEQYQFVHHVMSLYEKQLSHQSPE
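Assay system: isolated STEP enzyme / Timing: 20 min at room temperature, dark / Doses: 20 µM, 1% DMSO / Technique: fluorescence intensity, excitation 480 nm, emission 540 nm / Reagent: fluorogenic phosphatase substrate OMFP at 25 µM final / Measure: percent inhibition scaled to no-enzyme and uninhibited-enzyme controls, plate-pattern corrected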
DNMT1 block: DNMT1 (human) enzyme inhibition; P26358; DNMT1 molecular beacon, Hinp1I cleavage, fluorescence; inhibition (reported as % activation of signal), % at 10 µM; 360,000 compounds, 0.83% hits; AID 588458; in the data active = inhibition above about 50%
Rpn11 inh: inhibitors of human proteasome Rpn11 | O00487 | human 26S proteasome, Ub4-pepOG fluorescence polarization; 20S core pre-blocked with epoxomicin | calls only at 20 µM | 360,000 compounds, 0.59% hits | AID 588493;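 active = inhibition at 20 µM, scaled to each plate's controls, above about 33%, limit read from the data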
Target sequence (O00487 whole entry, looked up): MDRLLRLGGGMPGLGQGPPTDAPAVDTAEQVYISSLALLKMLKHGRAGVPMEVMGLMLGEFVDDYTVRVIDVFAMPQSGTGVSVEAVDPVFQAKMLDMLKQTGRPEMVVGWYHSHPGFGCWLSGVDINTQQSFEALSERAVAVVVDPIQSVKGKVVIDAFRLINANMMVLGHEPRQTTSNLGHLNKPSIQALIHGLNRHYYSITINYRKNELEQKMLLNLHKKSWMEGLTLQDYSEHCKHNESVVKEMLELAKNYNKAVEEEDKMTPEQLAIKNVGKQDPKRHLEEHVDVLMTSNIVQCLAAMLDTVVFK
* hit, by the source's call; i = inactive; / = no result given.

The opening nine compounds (preview)
SMILES | Scp-1 inhibitor | PABP1 MLLE inh | CSN deneddyl inh | LMPTP inh | SUMO1 PPI mod | NadD inh | Tb MetRS inh | STEP inh | DNMT1 block | Rpn11 inh
CCCn1c(=O)c(C(=O)NCc2ccncc2)c(O)c2ccccc21 | -6 | 1 | -2 | 1.7 | 14 | 11 | -0.5 | 5 | 1 | i
COc1cc2c(cc1OC)C(C)N(C(=O)c1cc3c(s1)-c1c(C)cccc1OC3)CC2 (centres undefined) | -18 | -8 | -1 | 7.0 | -1 | 3 | -1.5 | 1 | -4 | i
Cc1sc2nc(SCC(=O)Nc3ccc(Cl)c(C(=O)O)c3)[nH]c(=O)c2c1C | -5 | 5 | -3 | -1.2 | 0 | 7 | 0.2 | -3 | 1 | i
CC(C)C(NS(=O)(=O)c1cccc2nsnc12)C(=O)N1CCc2ccccc2C1 (centres undefined) | -6 | -2 | -3 | -0.3 | -32 | -3 | -0.8 | -1 | -3 | i
C=CCn1c(-c2ccccc2OC)n[nH]c1=S | -2 | -4 | 1 | -0.7 | 5 | -3 | 1.2 | -1 | 0 | i
O=C(NCc1ccco1)/C(=C/C=C/c1ccccc1)NC(=O)c1ccco1 | -7 | 6 | 2 | -1.2 | -11 | 2 | 0.1 | 3 | -1 | i
CC1(C(=O)Nc2ccc3c(c2)OCCO3)CCN1C(=O)CC1CCCC1 (centres undefined) | / | 11 | -5 | -0.3 | 3 | -5 | -0.1 | 2 | -7 | i
COc1ccc(N(C(=O)c2ccc(C)cc2)S(=O)(=O)c2cccs2)cc1 | -9 | 11 | -6 | 1.9 | -4 | -11 | 0.1 | 1 | -1 | i
O=S(=O)(NCc1cc(-c2ccccc2)no1)c1ccc(Cl)cc1 | -5 | 2 | 1 | 0.6 | 0 | 3 | -0.7 | 0 | -7 | i

The list itself, from the first entry:
SMILES | Scp-1 inhibitor | PABP1 MLLE inh | CSN deneddyl inh | LMPTP inh | SUMO1 PPI mod | NadD inh | Tb MetRS inh | STEP inh | DNMT1 block | Rpn11 inh
CCCn1c(=O)c(C(=O)NCc2ccncc2)c(O)c2ccccc21 | -6 | 1 | -2 | 1.7 | 14 | 11 | -0.5 | 5 | 1 | i
COc1cc2c(cc1OC)C(C)N(C(=O)c1cc3c(s1)-c1c(C)cccc1OC3)CC2 (centres undefined) | -18 | -8 | -1 | 7.0 | -1 | 3 | -1.5 | 1 | -4 | i
Cc1sc2nc(SCC(=O)Nc3ccc(Cl)c(C(=O)O)c3)[nH]c(=O)c2c1C | -5 | 5 | -3 | -1.2 | 0 | 7 | 0.2 | -3 | 1 | i
CC(C)C(NS(=O)(=O)c1cccc2nsnc12)C(=O)N1CCc2ccccc2C1 (centres undefined) | -6 | -2 | -3 | -0.3 | -32 | -3 | -0.8 | -1 | -3 | i
C=CCn1c(-c2ccccc2OC)n[nH]c1=S | -2 | -4 | 1 | -0.7 | 5 | -3 | 1.2 | -1 | 0 | i
O=C(NCc1ccco1)/C(=C/C=C/c1ccccc1)NC(=O)c1ccco1 | -7 | 6 | 2 | -1.2 | -11 | 2 | 0.1 | 3 | -1 | i
CC1(C(=O)Nc2ccc3c(c2)OCCO3)CCN1C(=O)CC1CCCC1 (centres undefined) | / | 11 | -5 | -0.3 | 3 | -5 | -0.1 | 2 | -7 | i
COc1ccc(N(C(=O)c2ccc(C)cc2)S(=O)(=O)c2cccs2)cc1 | -9 | 11 | -6 | 1.9 | -4 | -11 | 0.1 | 1 | -1 | i
O=S(=O)(NCc1cc(-c2ccccc2)no1)c1ccc(Cl)cc1 | -5 | 2 | 1 | 0.6 | 0 | 3 | -0.7 | 0 | -7 | i
COc1ccccc1Cn1nnc2c(=O)[nH]c(C3CCN(C(=O)c4ccc(C)cc4)CC3)nc21 | -2 | -1 | -7 | -0.7 | 2 | 15 | -0.9 | -3 | 0 | i
Cc1c(C(=O)Nc2ccc(Cl)cc2)c2ccccn2c1C(=O)c1ccc([N+](=O)[O-])cc1 | 0 | -1 | -4 | 1.5 | -10 | 12 | -0.3 | 2 | 2 | i
O=[N+]([O-])c1ccc2nc(/C=C/c3ccc(Cl)cc3)[nH]c2c1 | 0 | -18 | 3 | 2.2 | -20 | 19 | 0.9 | -2 | -7 | i
COc1ccc2cc3cc(C(=O)NCCN4CCc5ccccc5C4)oc3nc2c1 | -5 | 1 | 9 | 3.2 | -5 | 10 | -0.1 | 2 | -9 | i
Cc1[nH]nc2nc(SCC(=O)NCC3CCCO3)n(-c3ccc(Br)cc3)c(=N)c12 (centres undefined) | 3 | 0 | -4 | -13 | 18 | 1 | -1.0 | 2 | -3 | i
CN(Cc1ccc(Cl)cc1)C(C(=O)NC1CCCCC1)c1ccnc2ccccc12 (centres undefined) | / | -9 | 1 | 3.7 | -2 | -2 | -0.6 | 3 | -7 | i
CC1(C)CC(NC2C3CC4CC(C3)CC2C4)CC(C)(C)N1 (centres undefined) | -18 | 17 | 4 | -2.4 | 0 | -6 | -0.1 | 2 | 1 | i
Cc1sc2ncn(CC(=O)N3CCC(C(N)=O)CC3)c(=O)c2c1S(=O)(=O)N1CCOCC1 | -6 | 10 | 0 | -0.8 | 8 | -6 | -0.7 | -1 | -1 | i
NS(=O)(=O)c1ccc(NC(=O)c2ccc(Cl)c(S(=O)(=O)NCc3ccco3)c2)cc1 | -8 | 12 | 1 | -0.7 | 0 | -2 | 0.0 | -4 | 0 | i
CCC(=O)Nc1ccc2c(c1)C(=O)c1ccccc1C2=O | 7 | 7 | 5 | 0.8 | -8 | -8 | -0.8 | 1 | 2 | i
CCc1noc(C)c1C(=O)NCCc1ccc(Cl)cc1 | -3 | -36 | -2 | -1.5 | -3 | 8 | -0.3 | 0 | 2 | i
CC(CCc1ccccc1)NC(=O)CNC(=O)c1cccs1 (centres undefined) | -8 | 6 | -1 | 0.0 | 2 | 0 | 0.4 | -1 | 1 | i
CCC(=O)Nc1cccc(NC(=S)NC(=O)c2ccc(C)cc2)c1 | -7 | 22 | 7 | -1.1 | 2 | -7 | 0.8 | -3 | -3 | i
C[C@@H]1CN([C@H](C)CO)S(=O)(=O)c2ccc(Br)cc2O[C@H]1CN(C)S(C)(=O)=O | / | -9 | -2 | -3.2 | 3 | 2 | 1.1 | 1 | 4 | i
CCCCn1nc(C(=O)N(CCOC)c2c(N)n(CCCC)c(=O)[nH]c2=O)c2ccccc2c1=O | -5 | 4 | 4 | -0.3 | 14 | -3 | -0.1 | 0 | 5 | i
O=S(=O)(NC(=S)NC1CCCCC1)c1cccs1 | -5 | 52* | 0 | -2.2 | 2 | -5 | -0.6 | 5 | -1 | i
COc1ccccc1OCc1ccc(C(=O)NC(C)(C)C)o1 | 9 | -1 | -6 | 1.1 | 0 | -2 | -0.4 | 0 | 4 | i
O=C(OCc1ccc(Cl)cc1Cl)c1cccnc1Cl | -6 | -18 | -1 | 2.5 | 0 | -9 | -0.1 | 1 | -6 | i
CCOC(=O)c1[nH]c2ccc(OC)cc2c1NC(=S)N1CCN(c2ccccn2)CC1 | -2 | -74 | -1 | -0.9 | -6 | -3 | -0.5 | 0 | -1 | i
CC(=O)c1cccc(NC(=O)COC(=O)CCC(=O)c2ccc(F)cc2)c1 | -10 | 4 | -2 | 0.3 | -9 | -3 | 0.0 | 2 | 1 | i
O=C(Nc1ccc2nc3n(c(=O)c2c1)CCCCC3)c1c(F)ccc([N+](=O)[O-])c1F | -5 | 12 | 13 | -0.3 | -1 | 1 | 0.6 | 0 | 29 | i
CCOC(=O)C(CC)/C(C)=N\NC(=O)c1cccc(C)c1 (centres undefined) | -3 | 13 | 1 | -0.1 | 3 | 0 | -0.8 | -3 | -8 | i
CC(C)CCOc1ccc(C(=O)NCCC(=O)N2CCOCC2)cc1 | -8 | 15 | 4 | 0.2 | -3 | -1 | 0.3 | -3 | -4 | i
Cc1ccc2cc(CN(CCCN(C)C)C(=S)NCc3ccccc3)c(=O)[nH]c2c1C | 5 | -128 | 0 | -0.8 | 2 | -10 | -0.9 | 2 | 4 | i
Cc1ccc2ccccc2[n+]1CCCS(=O)(=O)[O-] | 18 | -5 | -4 | 0.3 | -10 | 0 | -0.6 | 0 | 4 | i
Cn1c(CNC(=O)c2ccc(F)cc2)cc2ccccc21 | 2 | 3 | 6 | -1.7 | -1 | -3 | -2.3 | -1 | 2 | i
COc1ccccc1NC(=O)c1ccc(NC(=O)CN2C(=O)CN(C)C2=O)cc1 | -5 | 18 | 0 | -1.4 | 0 | -4 | -0.3 | -1 | 3 | i
CCC(=O)N1CCN(c2ccccc2NC(=O)COc2cc(C)ccc2C(C)C)CC1 | -2 | -11 | -6 | 2.6 | 0 | -3 | -0.8 | -1 | -4 | i
CN1C[C@@H]2C(c3ccc(C(F)(F)F)cc3)C3(c4cccnc4)CC2(C3)[C@H]1c1ccccc1 (some centres undefined) | -4 | -2 | 9 | -0.3 | 0 | -6 | -0.2 | -1 | -2 | i
NS(=O)(=O)c1ccc(CCNC(=O)CNC(=O)Cc2cccc3ccccc23)cc1 | -10 | 7 | 0 | -1.7 | 2 | -5 | -0.5 | 1 | 1 | i
CCCCOc1ccc(C(=O)N/C(=C/C=C/c2ccccc2)C(=O)O)cc1 | -4 | -4 | -3 | 0.3 | -14 | 7 | 0.6 | -1 | 2 | i
Clc1cc(Cl)c(OCc2nc(-c3ccccn3)no2)cc1Cl | -2 | 12 | 3 | 2.2 | -1 | -6 | -1.9 | 4 | 5 | i
Cc1ccc(C)n1-c1c(C(=O)NN)cnn1-c1ccccc1 | 4 | -16 | -4 | -1.0 | 0 | 1 | -1.1 | -2 | 36 | i
CCc1cc(=O)oc2cc(OC(=O)CN3C(=O)NC4(CCCC4)C3=O)ccc12 | -2 | 7 | 0 | -1.0 | 3 | -4 | -0.6 | 0 | 3 | i
CC(C)NC(=O)N(C)C[C@H]1Oc2c(NS(=O)(=O)c3cn(C)cn3)cccc2C(=O)N([C@H](C)CO)C[C@@H]1C | -2 | 1 | 3 | 0.6 | 6 | -2 | -0.1 | 3 | 8 | i
